LGR2 antag: inhibitors of bursicon-induced Drosophila LGR2 receptor cAMP signaling; HEK293 LGR2, CRE-luciferase, bursicon-stimulated, 4 h; inhibition, % at 9.99 µM; hit rate 0.35% among 380,000; AID 720647;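 active = drop in luminescence signal, shown as inhibition above about 50% in the replicate tests, limit read from the data, passing the limit was not always enough; inconclusive = probably only some replicates passing the limit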;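 note: agonist challenge used bursicon conditioned medium at about half maximal strength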
Statin myotox sup: protects C2C12 myotubes from simvastatin toxicity. ATP luminescence, 48 h; scaled: DMSO 0, geranylgeraniol control 100. rescue of ATP level, % at 7.49 µM. hit rate 0.78% among 330,000;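 active = mean ATP rescue above about 67%, or every replicate alone reaching that limit, limit read from the data, passing the limit was not always enough; inconclusive = no clear call, values can overlap the other calls; inactive = mean under the limit and some replicate under it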;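 note: myotubes were challenged with 10 µM simvastatin during compound exposure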
ARNT-TACC3 inh: ARNT/TACC3 interaction disruption | Q9Y6A5 | AlphaScreen His-ARNT PAS-B/GST-TACC3 binding, luminescence; TACC3 fragment carries E629A point mutation | inhibition, % at 9.99 µM | hit rate 0.66% among 390,000 | AID 623870;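 active = mean inhibition of replicates at least 50% and at least half of replicates each reaching 50%; inconclusive = half or more replicates reach 50% but mean below 50%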;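 note: 0% = complete ARNT plus TACC3 wells and 100% = ARNT alone without TACC3; many hits fall short of the cut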
PGC1a acetyl inh: modulators of PGC1a acetylation | AID 651687 | hit rate 0.17% among 350,000 | U2OS PGC1a acetylation, AlphaScreen anti-acetyl-lysine; with virally co-expressed GCN5 acetyltransferase | inhibition, % at 15.6 µM;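 active = every replicate shows inhibition of at least 40%; inconclusive = mean inhibition at least 40% but some replicate below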;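 note: 0% = neutral control wells and 100% = positive control wells; some results beyond the cut were filed as inactive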
Cneo AK release: causes C. neoformans cell lysis | adenylate kinase release luminescence, 4 h; normalised: neutral wells 0, clomiphene wells 100 | lysis activity, % at 15 µM | hit rate 0.2% among 360,000 | AID 651654;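 active = mean lysis activity across replicates of at least 80%, whatever share of replicates individually reach that level; inactive = mean lysis activity below 80%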
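Signal: Adenylate kinase release luminescence | Assay system: Log-phase Cryptococcus neoformans yeast cells | Input: Cells at 5 × 10^6 per mL | Buffer or medium: Fresh YPD growth medium | Compound: Single dose | Schedule: Static 4 h at 37 °C with compound, 1 h detection | Controls: Clomiphene | Read-out: Luminescence rise reflecting yeast cell lysis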
PAX8 reporter: lowers PAX8-driven luciferase in RMG-I cells; inhibition, % at 12.6 µM; hit rate 1.2% among 360,000; RMG-I TPO-luciferase reporter, SteadyGlo, 24 h;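 active = mean replicate inhibition at least 60% with every replicate also reaching 60%; inconclusive = only one of the two criteria is met; inactive = mean below 60% and not all replicates reaching 60%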;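 note: luciferase light reporting Pax8 driven TPO promoter activity; plate controls were median of neutral control wells for no effect and mitoxantrone controls for full effect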
GSIS activator: GLuc luminescence reporter in INS-1E cells, primary screen for activators of glucose-dependent secretion of insulin | hit rate 0.61% among 370,000 | activation, % at 16.6 µM | INS-1E GLuc reporter insulin secretion, 2-3 h;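 active = lowest replicate activation of at least 40%, so every replicate reaches that level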;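 note: 0% = median of neutral control wells and 100% = median of IBMX positive control wells; some compounds called inactive have numbers as strong as hits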
PglD DTNB: inhibitors of Campylobacter jejuni PglD acetyltransferase | hit rate 0.098% among 360,000 | inhibition, % at 12.5 µM | purified PglD enzyme, DTNB colorimetric CoA detection; in the data active = inhibition above about 16%, passing the limit was not always enough; inconclusive = no clear call, values can overlap the other calls; note: strong numbers were not always called active
* marks the source's active call; other numbers are inactive results; ? = inconclusive; nt = not tested or not shown.

SMILES	LGR2 antag	Statin myotox sup	ARNT-TACC3 inh	PGC1a acetyl inh	Cneo AK release	PAX8 reporter	GSIS activator	PglD DTNB
C[C@@H]1C[C@H]2[C@@H]3CCC4=CC(=O)C=C[C@]4(C)[C@@]3(F)[C@@H](O)C[C@]2(C)[C@@]1(O)C(=O)COP(=O)(O)O	-2	12	-3	-1	0	-6	-10	0
COC(=O)c1ccc(CN2CC(=O)N3[C@H](CO)[C@H](c4ccc(Br)cc4)[C@H]3C2)cc1	-6	nt	nt	-13	nt	37	-20	nt
CC1CCCC(NC(=O)COC(=O)c2cccc(NS(=O)(=O)/C=C/c3ccccc3)c2)C1C (stereo not drawn)	14	-6	2	-1	-2	-5	-21	1
O=C(NCCc1ccc(Cl)cc1)C1CCN(S(=O)(=O)c2ccc(-n3cnnn3)cc2)CC1	nt	3	-2	6	nt	11	nt	nt
CCN(CC(=O)N1CCOCC1)S(=O)(=O)c1ccccc1	4	4	-11	6	-1	-13	7	8
COCCCNC(=O)c1ccc2c(c1)nc(C)n2-c1cccc(C)c1	1	7	-4	3	-1	7	0	-7
CN1c2ccc(-c3ccccc3)cc2[C@@H]2[C@@H](CCN2C(=O)Nc2ccccc2F)[C@@H]1CO	0	5	3	6	2	16	19	1
C[C@@H]1CN([C@@H](C)CO)C(=O)c2cc(C#Cc3ccccc3F)cnc2O[C@@H]1CN(C)C(=O)C1CCC1	-18	19	1	-7	-3	22	-9	1
C[C@H](NC(=O)C[C@@H]1CC[C@@H](NC(=O)Cc2ccccn2)[C@H](CO)O1)c1ccccc1	8	-3	-23	7	0	-3	9	0
C[C@H](CO)N1C[C@H](C)[C@H](CN(C)C(=O)C2CCCCC2)Oc2ncc(C#CC3CC3)cc2C1=O	-19	9	nt	-7	nt	nt	15	nt
Cc1c(Cl)ccc2sc(NC(=O)C3CC3)nc12	-26	7	-4	nt	-5	-16	nt	5
C/C(=N\NC(=O)CN1CCN(Cc2ccccc2)CC1)c1ccncc1	2	-5	-1	nt	nt	5	nt	nt
Cc1cc(C)c(N=C2CCCN2Cc2ccccc2)c(C#N)c1	nt	84*	-4	-18	-2	nt	nt	10
CN(Cc1ccc(Cl)c(Cl)c1)C(=O)C1=CC=CN2CCS(=O)(=O)N=C12	2	-34	-3	-5	1	-5	5	1
Cc1noc(C)c1NC(=O)N(C)C[C@@H]1Oc2c(NC(=O)C3CCOCC3)cccc2C(=O)N([C@@H](C)CO)C[C@H]1C	2	-22	nt	8	-1	-4	14	1
N#Cc1ccc(NC(=O)c2cc(S(=O)(=O)N3CCOCC3)ccc2N2CCCC2)cc1	-1	6	0	nt	-2	-11	34	10
COC(=O)c1nnn(CC(=O)NC(=O)Nc2c(C)cccc2C)c1C(=O)OC	-16	nt	-11	nt	nt	-4	-7	nt
COC(=O)c1ccc(Cl)c(NC(=O)CN(c2ccccc2)S(=O)(=O)c2ccc(OC)cc2)c1	16	5	-1	-14	0	37	2	3
CCOC(=O)Cc1csc(SCc2nc3ccccc3c(=O)[nH]2)n1	nt	4	6	3	2	10	nt	-1
CNC[C@@H]1OCCCC[C@H](C)Oc2ccc(NC(=O)NC(C)C)cc2C(=O)N([C@H](C)CO)C[C@@H]1C	13	nt	3	-5	0	-1	26	-2
CC(C)CN(C(=O)COC(=O)c1ccc([N+](=O)[O-])o1)C1CCS(=O)(=O)C1 (stereo not drawn)	7	18	-4	4	4	-15	29	-1
CCOC(=O)C1CCN(C(=O)C2(NC(=O)Nc3cccc(F)c3)CCCCC2)CC1	14	nt	10	nt	nt	-4	48	nt
CCCC(=O)N1CCC1(C)C(=O)NS(=O)(=O)c1ccc(F)cc1F (stereo not drawn)	-2	2	nt	-7	7	4	-7	1
c1ccc(N=C2SCCCS2)cc1	nt	5	nt	4	-2	-17	nt	nt
CCC(=O)N1C[C@H](C)[C@@H](OC)CN(C)C(=O)c2cc(NC(=O)c3cc(C)on3)ccc2OC[C@H]1C	-1	-12	nt	-32	nt	nt	17	nt
O=C(C[C@@H]1C[C@H]2c3cc(NC(=O)c4ccc5c(c4)OCO5)ccc3O[C@H]2[C@H](CO)O1)NCc1cc(F)ccc1F	-1	0	6	-5	-5	-2	-28	0
Cc1cccc(N(C(=O)c2nsc(Cl)c2Cl)C(C(=O)NC2CCCC2)c2ccc(O)cc2)c1C (stereo not drawn)	?	nt	-1	nt	nt	26	-12	nt
O=C(Nc1cccnc1)OC1CCCC1	3	nt	8	nt	nt	-13	14	nt
COc1ccc(OC)c(CCNC(=O)CC2Oc3ccccc3NC2=O)c1 (stereo not drawn)	-3	8	-12	-6	1	6	0	1
CN(Cc1ccccc1)C(=O)CN(c1ccc(F)cc1)S(=O)(=O)c1ccc2c(c1)OCCO2	nt	43	-1	-17	0	nt	nt	7
CCC(OCC(O)CN1CCN(CCN2C(=O)c3cccc4cccc(c34)C2=O)CC1)c1ccccc1 (stereo not drawn)	4	nt	10	nt	nt	21	-30	nt
C[C@H](CO)N1C[C@H](C)[C@@H](CN(C)Cc2cccnc2)Oc2ncc(-c3ccc(C#N)cc3)cc2C1=O	20	-29	0	-2	0	nt	6	0
CC(C)Cc1ccc(-c2cc3nc(NCc4cccc(Cl)c4)ccn3n2)cc1	-65	19	nt	-3	0	-114	0	-2
COc1ccc(-c2sc3ccccc3c2C#CCO)cc1	-10	-2	5	-17	-1	2	-1	0
CCn1nnc(NC(=O)c2ccc(-c3ccc(Cl)cc3)o2)n1	nt	nt	11	nt	1	-63	nt	3
Cc1ccc2nc(Cl)c(C#N)cc2c1	-9	nt	1	-7	nt	-11	7	nt
O=C(C[C@H]1C[C@H]2c3cc(NC(=O)CC4CC4)ccc3O[C@H]2[C@H](CO)O1)NCc1ccccn1	12	-7	-2	0	52	-23	26	2
O=C(NCCc1nc(-c2ccccc2)no1)c1ccccc1	-4	2	nt	0	1	-3	-1	-3
CC1=CC(C)(C)Nc2ccc(OC(=O)CN3C(=O)C4CCCCC4C3=O)cc21 (stereo not drawn)	nt	nt	2	-26	1	24	nt	-1
O=c1c2ccccc2c(C=NCCc2ccccc2)c(O)n1Cc1ccccc1	5	nt	7	-18	nt	nt	-26	nt
CCCOc1ccc(-c2nnc(-c3cccs3)o2)cc1	nt	-4	-5	-9	-3	nt	nt	-10
COc1ccc(S(=O)(=O)Nc2cccc3c2O[C@@H](CN(C)C(=O)NC(C)C)[C@H](C)CN([C@@H](C)CO)C3=O)cc1	14	nt	-8	3	-3	nt	21	4
COc1ccc(NC(=O)Nc2ccc3c(c2)CC(=O)N([C@H](C)CO)C[C@H](C)[C@@H](CN(C)Cc2ccc(Oc4ccccc4)cc2)O3)cc1	17	-12	55*	-10	-2	69*	16	3
Cn1c2ccccc2c(=O)c2ccc(F)cc21	-27	5	-9	1	-2	-81	6	1
COc1ccc(CNC(=O)CCS(=O)(=O)c2cc3c(cc2Cl)NC(=O)CO3)cc1	9	-5	30	4	-2	7	-3	1
COCCn1nnnc1C(c1ccccc1)N1CCN(C(=O)c2ccco2)CC1 (stereo not drawn)	6	12	22	nt	6	-1	7	0
O=C(Nc1ccc(N2CCOCC2)c(Cl)c1)c1c(F)c(F)c(F)c(F)c1F	nt	-4	1	12	1	nt	nt	2
CC(CC(=O)N1CCN(S(=O)(=O)c2ccc([N+](=O)[O-])cc2)CC1)c1ccccc1 (stereo not drawn)	-15	9	-3	2	0	2	6	-1
O=C(COC(=O)c1cccc(S(=O)(=O)N2CCCC2)c1)Nc1ccccc1	-11	nt	3	nt	nt	0	-9	nt
O=c1c2c3n(c(=O)nc2[nH]n1-c1ccccc1)CCCCC3	nt	-2	-6	0	3	nt	nt	1
O=C(CC1C(=O)NCCN1Cc1c(F)cccc1Cl)NCc1ccccc1 (stereo not drawn)	17	11	-37	-6	nt	7	-8	nt
CC1(C)Cc2ccccc2-c2nc(NCCCO)n(-c3ccccc3)c(=O)c21	nt	10	-8	-14	-3	nt	nt	-5
Cc1cccc(NC(=O)c2cc(-c3ccccn3)nc3ccccc23)c1C	28	nt	-1	11	nt	3	7	nt
COCCN(C(=O)c1ccc(C)o1)c1c(N)n(CC(C)C)c(=O)[nH]c1=O	12	-5	14	-1	-1	-3	nt	-6
CCOC(=O)C(=CNc1cc(C)nn1C(C)(C)C)C(=O)OCC	nt	nt	-4	nt	-1	19	nt	0
CNC[C@@H]1Oc2ccc(NS(=O)(=O)c3cn(C)cn3)cc2C(=O)N([C@@H](C)CO)C[C@@H]1C	-6	-10	-5	-4	0	-21	29	-1
CC(=O)c1sc(NC(=O)COc2ccc([N+](=O)[O-])cc2)nc1C	-38	-3	-8	-9	0	-5	9	-13
C[C@@H]1CN([C@@H](C)CO)S(=O)(=O)c2ccc(C#C[C@@H](C)O)cc2O[C@@H]1CN(C)CC1CCOCC1	-4	-9	-5	-2	1	10	7	-2

Among those listed so far, these contain a Cl atom:
SMILES	LGR2 antag	Statin myotox sup	ARNT-TACC3 inh	PGC1a acetyl inh	Cneo AK release	PAX8 reporter	GSIS activator	PglD DTNB
O=C(NCCc1ccc(Cl)cc1)C1CCN(S(=O)(=O)c2ccc(-n3cnnn3)cc2)CC1	nt	3	-2	6	nt	11	nt	nt
Cc1c(Cl)ccc2sc(NC(=O)C3CC3)nc12	-26	7	-4	nt	-5	-16	nt	5
CN(Cc1ccc(Cl)c(Cl)c1)C(=O)C1=CC=CN2CCS(=O)(=O)N=C12	2	-34	-3	-5	1	-5	5	1
COC(=O)c1ccc(Cl)c(NC(=O)CN(c2ccccc2)S(=O)(=O)c2ccc(OC)cc2)c1	16	5	-1	-14	0	37	2	3
Cc1cccc(N(C(=O)c2nsc(Cl)c2Cl)C(C(=O)NC2CCCC2)c2ccc(O)cc2)c1C (stereo not drawn)	?	nt	-1	nt	nt	26	-12	nt
CC(C)Cc1ccc(-c2cc3nc(NCc4cccc(Cl)c4)ccn3n2)cc1	-65	19	nt	-3	0	-114	0	-2
CCn1nnc(NC(=O)c2ccc(-c3ccc(Cl)cc3)o2)n1	nt	nt	11	nt	1	-63	nt	3
Cc1ccc2nc(Cl)c(C#N)cc2c1	-9	nt	1	-7	nt	-11	7	nt
COc1ccc(CNC(=O)CCS(=O)(=O)c2cc3c(cc2Cl)NC(=O)CO3)cc1	9	-5	30	4	-2	7	-3	1
O=C(Nc1ccc(N2CCOCC2)c(Cl)c1)c1c(F)c(F)c(F)c(F)c1F	nt	-4	1	12	1	nt	nt	2
O=C(CC1C(=O)NCCN1Cc1c(F)cccc1Cl)NCc1ccccc1 (stereo not drawn)	17	11	-37	-6	nt	7	-8	nt
